Compound activity from PubChem.
LDHA inh: blocks human lactate dehydrogenase A. P00338. purified LDHA, NADH/diaphorase-resazurin fluorescence; hits give low values. activity change, % (values are at about 110 or 230 µM). hit rate 0.15% among 480,000; in the data active means activity change below about -30%; inconclusive means mostly about -25% to -30%;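 further: plate controls were DMSO wells for no effect and wells without enzyme for full effect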
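LDH5 2 nM; NADH 0.06 mM, pyruvate 0.2 mM; 200 mM Tris pH 7.4, EDTA, Tween-20; 5 min RT. Detection: diaphorase 0.133 mg/mL + resazurin 37 µM, fluorescence ex540/em590 at 0 and 20 min; normalized to enzyme-free and DMSO wells.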
POLH inh: DNA polymerase eta (human) inhibition. recombinant Pol eta, fluorescent DNA replication assay. Potency, µM (highest dose often 114 µM), without a hit: at the top dose activity change, negative = inhibition, actives largely listed as inhibitors. hit rate 1.2% among 390,000; further: potency means the concentration at half of the fitted maximal effect; on the % scale 0 is the no-effect control and ±100 the full control effect
Target sequence (Q9Y253 whole entry, looked up): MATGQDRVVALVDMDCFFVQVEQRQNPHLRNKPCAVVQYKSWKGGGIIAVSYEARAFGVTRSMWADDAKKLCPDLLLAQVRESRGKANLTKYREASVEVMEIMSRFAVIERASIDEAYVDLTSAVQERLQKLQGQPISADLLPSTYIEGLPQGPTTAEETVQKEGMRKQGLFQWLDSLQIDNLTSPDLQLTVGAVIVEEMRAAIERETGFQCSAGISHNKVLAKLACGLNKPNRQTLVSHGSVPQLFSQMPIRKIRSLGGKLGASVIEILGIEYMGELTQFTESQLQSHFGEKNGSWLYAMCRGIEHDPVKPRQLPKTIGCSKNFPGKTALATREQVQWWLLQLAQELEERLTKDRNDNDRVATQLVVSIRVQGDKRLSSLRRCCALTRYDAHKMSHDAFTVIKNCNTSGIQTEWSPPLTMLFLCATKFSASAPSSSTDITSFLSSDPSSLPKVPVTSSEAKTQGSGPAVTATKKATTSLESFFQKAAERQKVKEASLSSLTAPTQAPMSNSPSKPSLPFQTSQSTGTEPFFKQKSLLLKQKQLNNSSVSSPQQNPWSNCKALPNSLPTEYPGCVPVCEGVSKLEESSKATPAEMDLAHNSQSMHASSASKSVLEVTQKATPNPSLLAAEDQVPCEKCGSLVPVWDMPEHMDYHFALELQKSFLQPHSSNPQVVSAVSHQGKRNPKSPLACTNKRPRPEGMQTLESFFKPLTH
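Pol eta at 10 nM preincubated with compounds 15 min at room temperature; reaction started with fluorescent substrate (50 nM final) and read kinetically at 0 and 10 min.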
Glioma ERSR ind: induces the endoplasmic reticulum stress response in human glioma cells. hit rate 0.02% among 420,000. U87-MG GRP78 promoter luciferase reporter, 16 h. Potency, µM, for the others: at the highest dose activation, actives largely listed as activators. AID 602332; further: potency means the concentration at half of the fitted maximal effect; series mostly up to about 76 µM; % of control where 0% means no effect; nearly all actives have a fitted effect of over 35% in size
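Stably transfected U87-MG glioma cells carrying a GRP78-based luciferase sensor; 16 h compound incubation. Luminescence end-point read 10 min after Bright-Glo addition at room temperature.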
* = called active by the depositor; ? = inconclusive. Unless noted, the call rests on the fitted dose curve; in most records, active means well fitted curve in the direction sought with a large enough effect; inconclusive means small, poorly fitted or top-dose-only effect, or another doubt; inactive means no such curve, though single readings can be large; an effect the other way counts as inactive or inconclusive. Some of the compounds tested; rates above refer to the full screens.

#1 COc1ccc([C@H]2C[C@H](n3cc(-c4ccc(F)cc4)nn3)[C@@H](O)CN2CC2CCCCC2)cc1
#2 COc1ccc(CN2C(=O)C(CC(=O)NC3CCCCC3)CC(C(=O)N(C(C)C)C(C)C)=C2C)cc1 (configuration not stated)
#3 COc1cc2c(cc1OC)CN(C(=O)c1cc(COc3ccccc3SC)on1)CC2
#4 COc1ccc(C(=O)N/C(=C/c2cccs2)C(=O)N2CCN(C)CC2)cc1
#5 CN(C)Cc1cc(OCc2ccccc2)cc(CN(C)C)c1O
#6 CCn1nnnc1-c1ccc(OC)c(S(=O)(=O)Nc2ccccc2OC)c1
#7 Cc1cnc(N)nc1-c1ccccc1
#8 CC(C)Oc1ccc(S(=O)(=O)N2CCOCC2)cc1NC(=O)CSC(=S)N1CCCC1
#9 C[C@@H]1CN([C@H](C)CO)C(=O)CCCn2nncc2CO[C@H]1CN(C)Cc1ccncc1
#10 C#CCOC(=O)CCCN1C(=O)c2cccc3cccc(c23)C1=O

Compound,1,2,3,4,5,6,7,8,9,10
LDHA inh,-1,1,0,0,21,-2,-7,-2,-1,-3
POLH inh,-10%,1%,-11%,1%,-17%,-6%,-15%,-18%,-6%,-16%
Glioma ERSR ind,-1%,-5%,0%,-3%,-3%,-7%,0%,-2%,0%,1%

#11 Cc1ccc([C@H]2C[C@@H](n3cc(C4CC4)nn3)[C@H](O)CN2Cc2cccs2)cc1
#12 C=Cn1cc(CNC[C@H]2O[C@@H](n3ccc(N)nc3=O)[C@H](O)[C@@H]2O)c(C)n1
#13 Cc1c(NC(=O)COC(=O)c2ccccc2O)c(=O)n(-c2ccccc2)n1C
#14 C[C@@H]1CCCCO[C@@H](CN(C)Cc2ccc3c(c2)OCO3)[C@@H](C)CN([C@H](C)CO)C(=O)c2cc(NS(=O)(=O)c3ccccc3)ccc2O1
#15 C[C@H]1CCCCO[C@@H](CN(C)S(=O)(=O)c2ccc(F)cc2)[C@@H](C)CN([C@@H](C)CO)C(=O)c2cc(NC(=O)Nc3ccc4c(c3)OCO4)ccc2O1
#16 Cc1noc(C)c1NC(=O)Nc1ccc2c(c1)C(=O)N([C@H](C)CO)C[C@H](C)[C@H](CN(C)C(=O)NC1CCCCC1)OCCCC[C@@H](C)O2
#17 COC(=O)C[C@@H]1C[C@H]2c3cc(NS(=O)(=O)c4ccccc4)ccc3O[C@H]2[C@@H](CO)O1
#18 COC(=O)C1=C(C)NC(C)=C(C(=O)OC)C1C(=O)OCC(=O)NC1CCCCC1C (configuration not stated)
#19 COc1ccccc1C(=O)NC1CC2CCCC(C1)N2Cc1ccccc1 (configuration not stated)
#20 O=C(N/N=C/c1c(O)ccc2ccccc12)C(=O)N1CCCC1

Compound,11,12,13,14,15,16,17,18,19,20
LDHA inh,-2,-9,-7,-8,7,1,-6,0,1,1
POLH inh,-8%,-5%,-1%,-5%,2%,0%,-4%,3%,-11%,-4%
Glioma ERSR ind,-5%,-2%,-1%,-2%,-4%,-4%,-1%,-5%,-4%,-5%

Just Glioma ERSR ind and LDHA inh, for 2 of the compounds above:
No. | molecule | Glioma ERSR ind | LDHA inh
14 | C[C@@H]1CCCCO[C@@H](CN(C)Cc2ccc3c(c2)OCO3)[C@@H](C)CN([C@H](C)CO)C(=O)c2cc(NS(=O)(=O)c3ccccc3)ccc2O1 | -2% | -8
15 | C[C@H]1CCCCO[C@@H](CN(C)S(=O)(=O)c2ccc(F)cc2)[C@@H](C)CN([C@@H](C)CO)C(=O)c2cc(NC(=O)Nc3ccc4c(c3)OCO4)ccc2O1 | -4% | 7

2 of the compounds above, in markdown.
| cpd | SMILES | LDHA inh | POLH inh | Glioma ERSR ind |
| --- | --- | --- | --- | --- |
| 19 | COc1ccccc1C(=O)NC1CC2CCCC(C1)N2Cc1ccccc1 (configuration not stated) | 1 | -11% | -4% |
| 11 | Cc1ccc([C@H]2C[C@@H](n3cc(C4CC4)nn3)[C@H](O)CN2Cc2cccs2)cc1 | -2 | -8% | -5% |

The list goes on.
#21 COc1ccc(-c2cc(C(=O)N3CCCCCC3)c3ccccc3n2)cc1OC
#22 CCS(=O)(=O)c1nc(S(=O)(=O)c2ccc(C)cc2)c(N2CCCCCC2)s1
#23 Cc1c(CC(=O)N2CCC(O)CC2)c(=O)oc2cc3c(cc12)CCC1(CCCCC1)O3
#24 O=C(COc1ccc(F)cc1)Nc1nc(-c2cccnc2)cs1
#25 NC(=O)c1ccsc1NC(=O)COC(=O)Cc1ccc(F)cc1
#26 C=C1C(=O)N(C)CCC1C(CC)C(=O)OC (configuration not stated)
#27 O=c1ccn2c(n1)SC(c1ccccc1)C2 (configuration not stated)
#28 COc1cccc(NC(=O)c2cnc(NS(=O)(=O)c3ccccc3)nc2)c1
#29 Nc1ncnc2nn(C3OC(CO)C(O)C3O)nc12 (configuration not stated)
#30 C[C@@H]1CN([C@H](C)CO)C(=O)CCCn2nncc2CO[C@@H]1CN(C)S(=O)(=O)c1ccccc1F

Compound,21,22,23,24,25,26,27,28,29,30
LDHA inh,-4,-15,1,-4,-5,-3,-10,-2,-6,4
POLH inh,-3%,-17%,-4%,35µM*,-1%,0%,-23%,0%,-22%,-7%
Glioma ERSR ind,-2%,-2%,0%,-1%,-1%,-3%,-1%,-3%,-5%,-2%

#31 COc1ccc(NC(=O)c2ccc(NC(=O)CN3CCN(c4ccccc4O)CC3)cc2)cc1
#32 CCc1c(O)nc(SCC(=O)Nc2ccccc2)n(-c2ccccc2C)c1=O
#33 Cc1cnc(CN(C)C(=O)C2CCC(=O)N(CCc3ccc(Cl)cc3)C2)[nH]1 (configuration not stated)
#34 COC(=O)c1cccc(NC(=O)c2cccc(-n3cnnn3)c2)c1
#35 COc1ccc(-c2cc(C(=O)N(C)CC(=O)Nc3cccc(F)c3)c3ccccc3n2)cc1OC
#36 CNC[C@H]1OCCCC[C@H](C)Oc2ccc(NC(=O)CCCN(C)C)cc2C(=O)N([C@H](C)CO)C[C@@H]1C
#37 C1=C\CCC2(OCCO2)C2(CC/1)OCCO2
#38 O=C(NCc1cccs1)c1ccc(Cl)c(S(=O)(=O)N2CCOCC2)c1
#39 C[C@H](O)[C@@H]1C(=O)N2CCc3c([nH]c4ccccc34)[C@@H]2C[C@@H]1N(C)S(=O)(=O)c1ccccc1
#40 Cc1ccc(NC(=O)c2ncn(CCCNCC3CCCCC3)n2)cc1C

Compound,31,32,33,34,35,36,37,38,39,40
LDHA inh,1,-3,-5,-6,0,-2,-4,-2,?,4
POLH inh,-1%,-3%,1%,1%,-15%,-7%,-19%,-17%,-7%,-19%
Glioma ERSR ind,-1%,0%,-5%,-1%,-4%,-6%,-2%,-4%,-3%,-3%

#41 CCOC(=O)C1=C(C)OC(=Cc2ccccc2)C1=O
#42 COc1ccc(C=NCCc2ccc(OC)c(OC)c2)cc1OC
#43 C[C@@H]1CN([C@H](C)CO)C(=O)CCCn2nncc2CO[C@H]1CN(C)C(=O)c1cc(-c2ccccc2)on1
#44 CC(C)C1C(=O)N(Cc2cn(Cc3ccco3)nn2)CCS(=O)(=O)N1Cc1ccc(-c2ccc(F)cc2)cc1 (configuration not stated)
#45 CCOC(=O)CC1C(=O)NCCN1C(=S)NC(=O)c1ccc(C)c(Br)c1 (configuration not stated)
#46 CC1=C(C(=O)N(C)C)CC(CC(=O)NCCc2ccccn2)C(=O)N1Cc1ccccc1 (configuration not stated)
#47 Cc1nc(-c2ccc(F)cc2)c(CC(=O)N(C)CC(=O)Nc2cccc(F)c2)s1
#48 COc1ccc(N2CCN(CC(=O)Nc3ccccc3C(=O)NC(C)c3ccccc3)CC2)cc1 (configuration not stated)
#49 Cc1nc2ccccn2c(=O)c1NC(=O)c1ccco1
#50 O=S(=O)(c1ccccc1)N1CCN(Cc2nnc(-c3ccccc3)o2)CC1

Compound,41,42,43,44,45,46,47,48,49,50
LDHA inh,-15,-15,-1,3,1,-6,-1,4,0,2
POLH inh,-26%,-16%,-7%,-13%,-2%,-13%,-25%,-17%,-13%,-17%
Glioma ERSR ind,-4%,-1%,-5%,-2%,3%,0%,2%,-1%,-1%,1%

Retrieved one by one from above, 4 records:
#27 O=c1ccn2c(n1)SC(c1ccccc1)C2 (configuration not stated)
#36 CNC[C@H]1OCCCC[C@H](C)Oc2ccc(NC(=O)CCCN(C)C)cc2C(=O)N([C@H](C)CO)C[C@@H]1C
#10 C#CCOC(=O)CCCN1C(=O)c2cccc3cccc(c23)C1=O
#3 COc1cc2c(cc1OC)CN(C(=O)c1cc(COc3ccccc3SC)on1)CC2

Compound,27,36,10,3
LDHA inh,-10,-2,-3,0
POLH inh,-23%,-7%,-16%,-11%
Glioma ERSR ind,-1%,-6%,1%,0%

Continued:
#51 C#CCN(C[C@@H]1[C@@H](OC(=O)NCc2ccccc2F)[C@@H](OC(=O)NCc2ccccc2F)CN(C(=O)OC(C)C)N1C(=O)OC(C)C)S(=O)(=O)c1ccc(C)cc1
#52 COc1ccc(N2CCN(C(=O)CCCCCn3c(=S)[nH]c4ccc(N5CCOCC5)cc4c3=O)CC2)cc1
#53 CC(C)(C)OC(=O)N1CCc2onc(-c3ccc(Cl)cc3)c2C1=O
#54 C[C@@H]1CN([C@@H](C)CO)C(=O)CCCn2nncc2CO[C@@H]1CN(C)C(=O)Cc1ccccc1
#55 CC(C)c1ccc(S(=O)(=O)N2CCN(C(=O)CCc3nc4ccccc4c(=O)[nH]3)CC2)cc1
#56 N#Cc1ccc(NC(=S)NC(=O)C2CC2)cc1
#57 Cn1c(=O)c2c(ncn2CC(=O)OCC(=O)Nc2cccc(C#N)c2)n(C)c1=O
#58 O=C(NCc1ccc(F)cc1)C1CCCN1S(=O)(=O)c1ccc(F)cc1 (configuration not stated)
#59 COc1ccc(OC)c(C=NN=Cc2cc(OC)ccc2OC)c1
#60 CCOC(=O)C1(c2ccccc2)SC(C(=O)OCC)(c2ccccc2)S1 (configuration not stated)

Compound,51,52,53,54,55,56,57,58,59,60
LDHA inh,-3,1,-10,-1,0,-10,-2,-7,-4,2
POLH inh,-24%,-17%,2%,-7%,-13%,7%,-9%,-12%,-7%,-6%
Glioma ERSR ind,3%,-4%,-4%,-6%,-2%,1%,-3%,-3%,-3%,-4%

#61 Cc1ccccc1OCc1nnc(SC(C)C(=O)O)n1-c1ccccc1 (configuration not stated)
#62 CC(=O)Nc1ccc(OCc2cn(CC(=O)c3ccc(O)cc3)nn2)cc1
#63 NS(=O)(=O)c1ccc(CCNC(=O)c2cc(S(=O)(=O)N3CCCCC3)ccc2Cl)cc1
#64 CN(C)Cc1c[nH]c2nccnc12
#65 C[C@@H]1CCCCO[C@@H](CN(C)S(=O)(=O)c2ccccc2)[C@@H](C)CN([C@H](C)CO)C(=O)c2cc(N(C)C)ccc2O1
#66 O=C1OCC/C1=C1/NCCNC1=O
#67 CCC(=O)Oc1ccc(NC(=O)c2ccc(S(=O)(=O)N3CCCC3)cc2)cc1
#68 CCN(C(=S)Nc1cccc2ccccc12)c1ccccc1
#69 N#Cc1cnn2c(=O)[nH]cnc12
#70 COc1ccc(C(=O)NCC(c2ccco2)N2CCc3ccccc3C2)c(OC)c1 (configuration not stated)
#71 NNC(=O)Cc1cc(=O)[nH][nH]1
#72 Cc1cccc(NC(=O)CN2CCN(C(=O)c3cc(C4CC4)nn3-c3ccccc3)CC2)c1C

Compound,61,62,63,64,65,66,67,68,69,70,71,72
LDHA inh,-3,13,0,-6,-3,0,-7,5,-6,-3,-5,-8
POLH inh,-15%,7%,-8%,-4%,-16%,-8%,-10%,-4%,3%,-18%,7%,-4%
Glioma ERSR ind,-2%,-4%,-4%,-6%,-6%,-3%,1%,-1%,-8%,-1%,-4%,-1%

6 of the entries above in order of the POLH inh value, rising:
entry | SMILES | POLH inh
65 | C[C@@H]1CCCCO[C@@H](CN(C)S(=O)(=O)c2ccccc2)[C@@H](C)CN([C@H](C)CO)C(=O)c2cc(N(C)C)ccc2O1 | -16%
61 | Cc1ccccc1OCc1nnc(SC(C)C(=O)O)n1-c1ccccc1 (configuration not stated) | -15%
67 | CCC(=O)Oc1ccc(NC(=O)c2ccc(S(=O)(=O)N3CCCC3)cc2)cc1 | -10%
66 | O=C1OCC/C1=C1/NCCNC1=O | -8%
68 | CCN(C(=S)Nc1cccc2ccccc12)c1ccccc1 | -4%
62 | CC(=O)Nc1ccc(OCc2cn(CC(=O)c3ccc(O)cc3)nn2)cc1 | 7%
